# rCAG RNA binder: binders of r(CAG) RNA repeats, primary screen, biochemical, fluorescence; 370,000 compounds, 1.3% hits; AID 651821, 2012; inhibition, % at 3 µM; r(CAG) RNA repeat, TO-PRO-1 dye displacement fluorescence;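 active = inhibition above the plate cutoff, the mean of all test compounds on that plate plus 3 SD, cut at about 35% in these data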;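 also: 0% = DMSO alone and 100% = 100 µM mitoxantrone as full dye displacement; higher means more dye released from RNA so lower well fluorescence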
# MBD2 DNA inh: inhibitors of MBD2 binding to methylated DNA, primary screen, biochemical, TR-FRET, DNA-binding domain, human; Methyl-CpG-binding domain protein 2 (Homo sapiens), Q9UBB5; MBD2 binding to methylated oligonucleotide; inhibition, % at 4.4 µM; 370,000 compounds, 0.31% hits; in the data active = inhibition above about 13%
# Rev-erbA mod: modulators of Rev-erb alpha DNA binding, primary screen, biochemical, FITC-DNA, fluorescence polarization, uHTS | Nuclear receptor subfamily 1 group D member 1 (Homo sapiens), P20393 | Rev-erbα–FITC-DNA binding, 90 min | activity, % at 10 µM | 370,000 compounds, 0.79% hits | AID 1259318, 2017;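 active = activity above about 14%, limit read from the data; passing the limit was not always enough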;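 also: 0% = DMSO wells with 35 nM protein and 100% = DMSO wells with 750 nM protein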
# TCR CD3 inh: inhibitors of human TCR-CD3 interaction, primary screen, biochemical, fluorescence, TAMRA-labeled TCR probe; T-cell receptor (TCR); inhibition, % at 9.4 µM; 360,000 compounds, 0.37% hits; AID 651800, 2012; in the data active = inhibition above about 19%;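 also: recombinant mutant TCR 2C K166C tagged with TAMRA read by polarization; 0% = receptor in buffer alone and 100% = receptor with positive control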
# PG9 binder: binders of HIV-1 gp120 antibody PG9, primary screen, biochemical, TR-FRET; inhibition, % at 6.7 µM; TR-FRET gp120-PG9 antibody binding; AID 624416, 2012; HIV-1 gp120 / PG9 antibody interaction; 360,000 compounds, 0.43% hits; in the data active = inhibition above about 8.5%
# UHRF1 MBD2 ctr: UHRF1 methylated DNA binding inhibitors, primary screen, counter-screen for MBD2 inhibitor project, biochemical, TR-FRET, human UHRF1, single concentration | 370,000 compounds, 0.75% hits | AID 687016, 2013 | E3 ubiquitin-protein ligase UHRF1 (Homo sapiens), Q96T88 | inhibition, % at 4.4 µM | UHRF1 binding to methylated oligo; in the data active = inhibition above about 21%;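 also: UHRF1 SRA domain binding a hemimethylated CpG hairpin DNA probe; 0% = median of test compound wells and 100% = reference inhibitor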
# HTRA1 inhibitor: HTRA1 serine protease inhibitors, primary screen, biochemical, fluorescence polarization, HTS; Q92743; recombinant HTRA1, FP-rhodamine activity-based probe; inhibition, % at 5.96 µM; 340,000 compounds, 0.5% hits; in the data active = inhibition above about 36%;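 also: 0% = enzyme with DMSO and 100% = wells lacking enzyme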
# Target sequence (Q92743 whole entry, looked up): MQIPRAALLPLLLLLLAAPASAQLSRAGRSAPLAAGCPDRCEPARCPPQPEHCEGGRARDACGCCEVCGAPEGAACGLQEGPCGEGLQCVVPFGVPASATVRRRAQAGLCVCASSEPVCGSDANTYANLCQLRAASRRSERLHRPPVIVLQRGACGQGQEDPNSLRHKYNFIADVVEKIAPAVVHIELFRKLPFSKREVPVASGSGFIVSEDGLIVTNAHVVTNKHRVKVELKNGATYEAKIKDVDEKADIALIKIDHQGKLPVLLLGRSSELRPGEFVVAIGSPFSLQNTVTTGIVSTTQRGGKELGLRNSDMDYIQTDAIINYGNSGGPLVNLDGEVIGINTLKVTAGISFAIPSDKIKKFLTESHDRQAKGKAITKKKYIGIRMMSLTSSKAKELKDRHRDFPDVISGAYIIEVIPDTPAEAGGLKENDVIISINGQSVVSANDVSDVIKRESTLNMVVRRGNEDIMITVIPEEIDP
# LEDGF integ inh: blockers of LEDGF/p75-dependent integrase strand transfer – biochemical, TR-FRET, high throughput, primary screen | TR-FRET IN-LEDGF/p75 DNA integration, Eu/Cy5 | HIV-1 integrase (with human LEDGF/p75) | AID 743269, 2014 | 370,000 compounds, 0.64% hits | inhibition, % at 3.7 µM;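 active = inhibition above the screen-wide mean plus 3 SD, cut at about 13% in these data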;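 also: signal is the Cy5 over europium emission ratio at 671 and 618 nm; 0% = plate median of compound wells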
# PRMT1 inh: PRMT1 methyltransferase inhibitors, primary screen, biochemical, fluorescence polarization; 370,000 compounds, 1.3% hits; inhibition, % at 2.79 µM; Protein arginine N-methyltransferase 1 (Homo sapiens), Q99873; recombinant PRMT1, activity-based probe fluorescence polarization;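 active = inhibition above about 21% made by adding two undisclosed values, limit read from the data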
# Target sequence (Q99873 whole entry, looked up): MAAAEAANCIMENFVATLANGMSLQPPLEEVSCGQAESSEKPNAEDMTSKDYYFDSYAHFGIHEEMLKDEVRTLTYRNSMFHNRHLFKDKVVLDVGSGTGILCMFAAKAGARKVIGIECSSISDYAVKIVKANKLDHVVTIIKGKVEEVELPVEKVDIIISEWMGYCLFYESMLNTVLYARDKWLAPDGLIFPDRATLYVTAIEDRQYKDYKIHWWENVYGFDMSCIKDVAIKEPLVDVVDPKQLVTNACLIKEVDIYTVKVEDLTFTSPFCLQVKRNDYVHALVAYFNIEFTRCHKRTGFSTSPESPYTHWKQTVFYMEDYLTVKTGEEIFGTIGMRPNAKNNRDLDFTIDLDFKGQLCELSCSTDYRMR
# ABHD4 inh: ABHD4 inhibitors, primary screen, biochemical, fluorescence polarization, mouse; 370,000 compounds, 0.54% hits; (Lyso)-N-acylphosphatidylethanolamine lipase (Mus musculus), Q8VD66; purified mABHD4, FP-Rh probe fluorescence polarization; inhibition, % at 8.92 µM;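 active = inhibition exceeding the mean over every tested compound plus 3 SD, cut at about 30% in these data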;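 also: 0% = plate median of compound wells and 100% = S159A mutant with DMSO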
#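 system = mouse ABHD4 enzyme, wild type | medium = HEPES pH 7.0, NaCl, Pluronic buffer | also added = FP-Rh probe | incubation = Enzyme–compound pre-incubation 45 min, then probe 60 min, both 25 °C | technique = fluorescence polarization, excitation 525 nm, emission 598 nm, BODIPY TMR filters | controls = S159A mutant high control, sample median low control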
# * hit, by the source's call; · = not tested or not shown; & = joins results of further samples.
smiles	MBD2 DNA inh	ABHD4 inh	LEDGF integ inh	PRMT1 inh	Rev-erbA mod	PG9 binder	TCR CD3 inh	UHRF1 MBD2 ctr	HTRA1 inhibitor	rCAG RNA binder
CCOc1ccccc1NC(=O)CN(c1cc(C)cc(C)c1)S(=O)(=O)c1c(C)noc1C	0	1	-2	-3	4	-1.2	7	27*	-4	1
O=C(NCc1ccccc1CN1CCCCC1)c1ccc(Cl)cc1N1CCCC1=O	1	2	2	-2	-1	-2.6	-3	2	3	-1
COc1ccccc1Cc1c(-c2ccc(F)cc2)nc2c(C)cc(Br)cn12	1	-9	-2	2	9	6.0	2	11	·	9
Oc1ccc(C=NC2CCCCC2)c(O)c1	1	12	6	5	2	1.4	-10	3	6	7
Cc1ccc(S(=O)(=O)Nn2c(C)nnc2-n2nc(C)cc2C)cc1	4	1	-2	1	4	-1.0	-4	3	6	3
COc1ccc(N(CN2C(=O)C3C4C=CC(C4)C3C2=O)C(=O)c2ccco2)cc1 (stereo unspecified)	-2	4	1	0	-2	2.2	2	-1	2	-5
CC(C)(C)C1CCC(=NNC(=O)CN(c2ccccc2)S(=O)(=O)c2ccccc2[N+](=O)[O-])CC1 (stereo unspecified)	-2	-10	-2	-4	4	0.4	5	1	-30	8
O=C(COC(=O)c1cccc(S(=O)(=O)N2CCc3ccccc3C2)c1)NCc1ccco1	0	-4	-2	-2	0	0.8	4	0	-4	3
Cc1nc(C)c(C(=O)Nc2ccc(C)c(F)c2)o1	3	-1	2	5	-2	-2.4	3	-1	-11	13
C=CCNC(=S)Nc1ccc(OC)c(S(=O)(=O)N2CCOCC2)c1	-4	-1	1	-1	-3	-2.1	2	-2	2	0
CC(=O)Nc1ccc(S(=O)(=O)N2CCC(NC(C)=O)(c3cccc(F)c3)CC2)cc1	-2	4	0	1	-1	5.2	11	-1	-1	-1
COC(=O)CC1C(=O)NCCN1C(=O)CSc1nnc(Nc2ccc(OC)cc2)s1 (stereo unspecified)	0	-1	-1	-1	3	1.1	8	-2	6	-3
O=C(NCc1ccccc1)c1nc2c(nnn2Cc2cccc(Cl)c2)c(=O)[nH]1	-4	1	-1	-2	-5	-2.2	0	1	-18	31
O=c1/c(=C\c2ccc(O)cc2)sc2n1C(c1ccccc1)C(c1ccccc1)=NN=2 (stereo unspecified)	-4	-1	-1	2	11	-1.2	-2	-1	-28	18
O=C(Cn1c(=O)c(=O)n(Cc2ccccc2)c2ccc(Cl)cc21)NCC1CCCO1 (stereo unspecified)	0	2	-4	1	1	0.1	-2	3	0	-3
CC1CCN(C(=O)c2ccc3c(c2NCCO)C(=O)c2ccccc2C3=O)CC1	-27	4	-1	-1	0	-21	-28	-20	22	-2
CCc1c(C)nc2ncnn2c1N1CCC(C(=O)NCc2cccc(OC)c2)CC1	2	0	-1	0	1	0.9	-7	-1	-2	-8
O=C(COC(=O)CCc1c[nH]c2ccccc12)NCc1ccc(Cl)cc1	-4	2	-1	0	-2	0.2	-3	-2	-3	-3
COc1ccc(C(=O)Nc2ccc(N3CCCC3)cc2)cc1	0	-9	-3	4	-1	-1.6	-7	3	18	14
O=C(CSc1nnc(COc2ccc(Cl)cc2Cl)o1)Nc1ccccn1	-3	-1	-2	1	-5	0.8	-4	-2	0	-2
Cc1cc(NC(=O)Cn2cnc3sc(C)c(C)c3c2=O)no1	0	3	-1	2	5	1.8	-4	2	·	6
CC1=CC(=O)c2ccccc2C1=O	-6&5	3&14	0&-4	2&1	-4&1&-2	1.4&-2.6	9&-2	-1&0	2&1	2&4
CCCCNS(=O)(=O)/C=C/c1cc2c(cc1CNC(=O)OC(C)(C)C)OCO2	2	-4	-1	0	1	·	·	0	·	1
O=C(c1ccc(S(=O)(=O)N2CCOCC2)cc1)N1CCN=C1SCc1cccnc1	1	6	0	11	-3	0.7	-10	1	5	-7
N#Cc1ccccc1OCC(=O)NCC(c1cccs1)N1CCOCC1 (stereo unspecified)	-3	3	3	-3	0	1.2	0	-5	-4	-4
CCCCc1n[nH]c(=S)n1Cc1ccc(Cl)cc1	-4	-5	-3	1	-5	-1.7	0	-1	-1	3
N#CC1(NC(=O)COC(=O)Cc2c[nH]c3ccccc23)CCCCC1	1	0	0	-2	-3	1.7	3	1	-5	5
C=CCn1c(N)c(C(=O)N2CCN(C)CC2)sc1=S	-4	-1	0	5	12	-2.9	5	-4	0	-1
C[C@H](NC(=O)c1nc[nH]c1C(=O)NCCCCCN)C(=O)OC(C)(C)C	5	-1	-2	-2	-4	-0.5	-6	8	-1	0
C/C(=N\Nc1nc(N2CCOCC2)nc(N2CCOCC2)n1)c1cccc([N+](=O)[O-])c1	-6	2	1	1	6	-3.4	-1	-1	-7	-5
O=C(c1cccnc1)N1CCN(c2ccc(Cl)cc2)CC1	2	-3	-2	1	-4	1.8	3	4	-2	-5
CC(=O)Nc1ccc(NC(=O)c2c(C)nc3ccccn23)cc1	-2	-7	-3	0	1	-0.5	-6	3	4	-3
C=CCN(c1ccccc1)S(=O)(=O)c1cccc(C(=O)NCC(c2ccc(F)cc2)N2CCOCC2)c1 (stereo unspecified)	3	-1	-2	-1	-2	1.5	-9	2	-4	-6
CN(CC(=O)NCC1CCCO1)S(=O)(=O)c1ccc(Br)cc1 (stereo unspecified)	0	0	0	-2	-6	-1.6	6	-2	2	-2
COc1ccnc(N=CNOCc2ccc(F)cc2Cl)c1C#N	0	6	1	-2	3	0.1	-2	-3	-7	-3
O=C(NC(Cc1c[nH]c2ccccc12)C(=O)N/N=C/c1ccc(Cl)cc1)c1cccs1 (stereo unspecified)	-2	-28	2	1	7	-0.7	3	3	-47	18
CCOC(=O)C(NC(C)=O)(OCc1ccc(F)cc1)C(F)(F)F (stereo unspecified)	-2	1	1	3	-4	-0.9	-1	1	0	-5
C=CCn1c(=O)c2c3c(sc2n2c(Nc4ccccc4)nnc12)CCCC3	4	-11	-1	-1	4	-3.0	7	9	0	-1
O=C(COc1ccc2c3c(c(=O)oc2c1)CCC3)NCCCN1CCOCC1	-1	-2	0	1	-1	-2.5	2	0	-1	-3
COCCNCc1ccccc1[N+](=O)[O-]	0	4	-4	2	-5	-0.1	6	0	-3	1
COc1ccccc1/C=C/c1nc(S(=O)(=O)c2ccccc2)c(N2CCC(C(N)=O)CC2)o1	-7	0	4	5	0	-0.2	6	-1	5	4
CC(=O)Nc1ccc(NC(=O)/C=C/c2cccc(C(F)(F)F)c2)cc1	-1	-4	-4	-1	-5	-1.1	7	-1	0	0
CC1(C)CC(=O)C2=C(C1)N(CC1CCCO1)C(=O)C2(NC(=O)c1cccnc1)C(F)(F)F (stereo unspecified)	-1	2	-2	1	4	-0.2	0	0	-3	-3
CC(C)(C)S(=O)N1C[C@H]2CC(=O)C=C2[C@@H]1CCO (stereo partly specified)	-2	0	-5	3	-1	-0.4	-7	0	·	2
Cc1ccc(C)c(NC(=O)COC(=O)c2cccc(S(=O)(=O)N3CCCC3)c2)c1	-1	3	-5	-3	3	-0.5	1	1	4	2
COc1ccc(/C=N/NC(=O)c2cccnc2)cc1CN1CCc2cc(OC)c(OC)cc2C1C (stereo unspecified)	-1	-4	0	3	-3	0.9	0	-2	-5	0
COc1ccccc1C(=O)Oc1ccc2ccc(=O)oc2c1	2	9	0	-1	-6	1.4	1	-2	1	-1
CCOC(=O)C1CCN(C(=O)Cc2ccc(C)cc2)CC1	3	-2	2	2	6	1.2	-2	2	7	-7
C=C1CCN(c2ccc(C(=O)NCc3ccc(OC)cc3)cc2[N+](=O)[O-])CC1	-4	-7	-3	-2	2	-1.3	-1	-3	-32	-1
Cc1ccc(NC(=O)COc2cccc(-n3cnnn3)c2)cc1S(=O)(=O)N1CCOCC1	4	-11	0	4	1	-2.2	-1	-2	-9	13
COC(=O)C[C@H]1CC[C@@H]2[C@@H](COc3ccc(NC(=O)Nc4cccc(C)c4)cc3C(=O)N2C)O1	2	-2	-3	-1	3	·	·	-1	·	7
CC(C)N1CC(C(=O)Nc2ccc(Cl)c(Cl)c2)CC1=O (stereo unspecified)	5	-5	-7	-1	5	-0.9	-1	-1	-2	-2
CCCN(CC(=O)Nc1ccccc1C)C(=O)CSc1ccccc1C	-8	-4	-1	1	1	-1.8	2	-1	-12	0
COC(=O)c1c(CSc2ccc(C)c(C)c2)noc1C(=O)NCc1ccc(OC)cc1	4	-11	3	-1	-6	0.1	2	2	-54	4
O=C(Cn1ncc2c3ccccc3n(Cc3ccccc3)c2c1=O)NCc1ccccn1	-3	5	1	1	12	5.0	5	1	4	6
CC(C)OC(=O)c1cc2c(=O)[nH]c(C(Cl)(Cl)Cl)nc2o1	2	-4	-3	0	3	3.2	-2	0	-5	3
Cc1cccc(NC(=O)c2cc(Cl)nc3ccccc23)n1	-2	-4	-2	1	1	-0.6	3	3	0	-2
CCCCN(C(=O)c1ccccc1F)c1c(N)n(CCC)c(=O)[nH]c1=O	1	6	-5	2	-1	-1.7	-6	2	2	-1
COc1cc(C(=O)O)cc(Br)c1OC1CCCC1	-1	2	0	0	-3	-1.1	-3	3	-1	0
CC(=O)OC(C(=O)NC1CCCCC1)c1ccccc1Cl (stereo unspecified)	3	-8	3	5	-3	3.9	2	6	-1	-3

# Next section.
smiles	MBD2 DNA inh	ABHD4 inh	LEDGF integ inh	PRMT1 inh	Rev-erbA mod	PG9 binder	TCR CD3 inh	UHRF1 MBD2 ctr	HTRA1 inhibitor	rCAG RNA binder
CCN(CC)C(=O)Oc1nnc(SC(C)C)n1-c1ccc(Cl)c(Cl)c1	3	-4	0	0	7	2.1	1	-3	-5	-7
CN(Cc1cccnc1)C(=O)c1ccc(Cl)c(NS(=O)(=O)c2ccc(F)cc2)c1	-4	5	-1	1	2	1.3	-8	1	4	6
CCCCCC(=O)N1C[C@H](n2cc(COC(=O)c3ccccc3)nn2)[C@@H](O)C[C@@H]1c1ccccc1	-3	-2	-2	0	-4	-1.3	-7	1	-5	1
CN(C(=O)c1cccc(NC(=O)Cc2ccc(NC(=O)C3CCCN(C(=O)C4CCCCC4)C3)cc2)c1)C1CC1 (stereo unspecified)	-1	1	1	1	-1	0.1	6	-1	-1	2
CCOC(=O)C1[C@H]2C(=O)N(CCCOC)C[C@]23C=C[C@H]1O3 (stereo partly specified)	-2	2	5	-5	1	0.6	4	-2	10	2
Cc1ccc(S(=O)(=O)CC(=O)c2ccc(C)c([N+](=O)[O-])c2)cc1	-1	3	1	-4	0	0.0	9	1	2	9

# The list is partial; the hit share may differ from the screen's.
